Pol iota inh: inhibitors of human DNA polymerase iota. Potency, µM (titrated, usually from 115 µM), without a hit: top-dose activity, negative = inhibition, usual class: inhibitors. hit rate 1% among 390,000. Q9UNA4. Pol iota fluorescent replication assay, 10 min; also: potency is read from the fitted curve at half-maximal effect
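Fluorescent replication assay read twice, at 0 min and 10 min after adding 50 nM (final) substrate. Enzyme (10 nM) and compounds were first incubated 15 min at room temperature; enzyme-free buffer wells were negative controls.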
POLK inh: blocks human DNA polymerase kappa activity; purified Pol kappa, fluorescent DNA synthesis assay, 10 min; Potency, µM (titrated, usually from 107 µM), for inactives: at the top dose activity, negative = inhibition, hits mostly inhibitors; hit rate 0.53% among 400,000; AID 588579; also: potency is read from the fitted curve at half-maximal effect; % is scaled to controls: 0 for no effect and ±100 for the full control effect
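Kinetic fluorescence readout at 0 and 10 min followed reaction start with substrate at 50 nM final. Beforehand, enzyme (10 nM Pol kappa) stood 15 min with compound at room temperature; buffer-only wells were negative controls.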
APEX1 inh: inhibitors of human APE1 endonuclease; Potency, µM (doses to about 65.8 µM), for inactives: top-dose activity change, negative = inhibition, most hits filed as inhibitors; P27695; recombinant APE1, TAMRA/BHQ-2 abasic DNA cleavage fluorescence; hit rate 0.35% among 350,000;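 also: potency is read from the fitted curve at half-maximal effect; plate controls were vehicle for no effect and reference inhibitor for full effect; nearly all actives have a fitted effect of over 55% in size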
Target sequence (P27695 whole entry, looked up): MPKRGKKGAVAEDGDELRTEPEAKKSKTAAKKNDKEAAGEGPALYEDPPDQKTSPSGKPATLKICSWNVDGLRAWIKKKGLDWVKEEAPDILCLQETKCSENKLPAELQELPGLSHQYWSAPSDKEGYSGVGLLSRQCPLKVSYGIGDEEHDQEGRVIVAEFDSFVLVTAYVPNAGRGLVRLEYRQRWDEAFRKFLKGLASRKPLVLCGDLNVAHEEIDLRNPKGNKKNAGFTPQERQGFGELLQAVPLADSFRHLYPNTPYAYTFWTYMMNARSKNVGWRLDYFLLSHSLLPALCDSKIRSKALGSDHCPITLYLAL
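Activity was derived from the fluorescence gain between first and third kinetic reads (60 s intervals, ex 525/em 598 nm) after 50 nM THF-abasic TAMRA/BHQ-2 duplex was added to 0.75 nM APE1 preincubated 15 min with compound.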
POLB inh: inhibitors of human DNA polymerase beta; P06746; Pol beta primer extension/strand displacement, fluorescence kinetic; Potency, µM (top dose mostly 114 µM), for the others: top-dose activity change, negative = inhibition, hits mostly inhibitors; hit rate 1.3% among 340,000; AID 485314; also: potency is read from the fitted curve at half-maximal effect; % is scaled to controls: 0 for no effect and ±100 for the full control effect
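Enzyme-only controls used 10 nM Pol beta; buffer lacking enzyme served as negative control. Compound preincubated 15 min, then 50 nM substrate added; 0 and 10 min reads at room temperature.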
ALOX12 inh: blocks human arachidonate 12S-lipoxygenase; AID 1671190; hit rate 1.1% among 580,000; purified 12hLO, xylenol orange hydroperoxide absorbance; Potency, µM (highest dose often 108 µM), inactives show at the top dose activity change, negative = inhibition, usual class: inhibitors; also: potency is read from the fitted curve at half-maximal effect; % is scaled to controls: 0 for no effect and ±100 for the full control effect
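Hydroperoxide product was detected by ferrous iron/xylenol orange as the 573 to 405 nm absorbance ratio. Arachidonic acid at 40 uM (final) was turned over for 30 min at room temperature by 150 nM human 12hLO, pH 7.0 Hepes buffer, after 15 min compound preincubation.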
ERG Ets-DNA blk: ERG Ets/DNA interaction inhibition; P11308; fluorescence polarization, His-ERG Ets domain / labelled DNA; Potency, µM (top dose mostly 76.9 µM), for the others: at the highest dose FP activity, negative = inhibition, hits mostly inhibitors; hit rate 0.028% among 370,000; AID 624246; active = well fitted inhibition curve with a large enough effect in the polarisation, with a control signal flat; inconclusive = small, poorly fitted or top-dose-only effect, or effect the other way, or a change in a side signal; inactive = no such curve, though single readings can be large or run the other way; the % refers to the polarisation;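 also: polarization taken with two DNA probes labelled with fluorescein and Texas red; potency is read from the fitted curve at half-maximal effect; % of control where 0% means no effect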
Target sequence (P11308 whole entry, looked up, the tested form may be a part): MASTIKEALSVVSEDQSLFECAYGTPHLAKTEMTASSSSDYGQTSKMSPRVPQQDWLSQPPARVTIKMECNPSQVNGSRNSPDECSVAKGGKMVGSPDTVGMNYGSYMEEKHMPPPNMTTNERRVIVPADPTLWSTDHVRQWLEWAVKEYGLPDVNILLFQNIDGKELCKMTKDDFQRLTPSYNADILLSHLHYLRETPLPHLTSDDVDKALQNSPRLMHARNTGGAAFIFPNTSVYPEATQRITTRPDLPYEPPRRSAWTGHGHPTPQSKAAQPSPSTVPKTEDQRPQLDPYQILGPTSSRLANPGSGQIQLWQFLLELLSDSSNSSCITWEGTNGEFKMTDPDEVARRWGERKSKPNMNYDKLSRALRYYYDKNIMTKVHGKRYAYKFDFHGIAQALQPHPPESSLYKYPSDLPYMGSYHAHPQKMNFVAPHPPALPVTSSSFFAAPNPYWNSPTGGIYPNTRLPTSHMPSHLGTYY
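His-tagged ERG Ets domain (1 uM in the protein solution; 300mM KCl, 50mM Tris-HCl, 1mM EDTA, 1mM DTT, pH 7.5) received compound, then a probe mix of 5 nM fluorescein-DNA and 100nM Texas-615-DNA. Fluorescence polarization was read for both dyes.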
TRHR ag: activates the human TRH receptor. activation, % at 2 µM. hit rate 0.18% among 360,000. TRHR cells, calcium flux fluo-8, FDSS agonist mode. AID 493084. P34981; in the data active = activation above about 30%; also: 0% is about no effect
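TRHR-expressing cells, plated overnight in medium with 10% serum, were loaded with fluo-8 calcium dye at room temperature. After a 10 s baseline, library compound was pin-added and calcium release was recorded kinetically (ex 480/em 530) as agonist response.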
Anesthetic bind: binds horse apoferritin like a general anesthetic; apoferritin/1-aminoanthracene competitive binding, fluorescence; Potency, µM (titrated, usually from 77.5 µM), for inactives: at the top dose activity change, negative = displacement, actives largely listed as inhibitors; hit rate 0.074% among 350,000; AID 485281; also: potency is read from the fitted curve at half-maximal effect; % is scaled to controls: 0 for no effect and ±100 for the full control effect; nearly all actives have a fitted effect of over 20% in size
Target sequence (P02791 2-175 limits assumed): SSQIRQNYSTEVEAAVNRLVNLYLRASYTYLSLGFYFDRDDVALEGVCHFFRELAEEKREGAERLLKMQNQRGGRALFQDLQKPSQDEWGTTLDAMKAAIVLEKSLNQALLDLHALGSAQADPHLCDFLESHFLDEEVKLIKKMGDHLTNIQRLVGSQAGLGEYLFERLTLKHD
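Steps: apoferritin (10 uM) was premixed with half-saturated 1-AMA in PBS, compounds were pin-transferred, plates stood 10 min at room temperature, fluorescence was read at 380/535 nm, and curves were fitted with a Hill equation.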
BLM helicase inh: Bloom syndrome helicase (human) inhibition; recombinant BLM DNA unwinding, fluorescence dequenching; AID 2528; Potency, µM (series often up to 56.1 µM), without a hit: top-dose activity change, negative = inhibition, hits mostly inhibitors; P54132; hit rate 0.2% among 350,000;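 also: potency is read from the fitted curve at half-maximal effect; plate controls were vehicle for no effect and no enzyme for full effect; nearly all actives have a fitted effect of over 35% in size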
* hit, by the source's call; ? = inconclusive; . = not tested or not shown; & = joins results of further samples; [ ] = dose if it differs, or a comment. Unless noted, calls follow the shape of the dose curve; as a rule, active = well fitted curve in the direction sought with a large enough effect; inconclusive = small, poorly fitted or top-dose-only effect, or another doubt; inactive = no such curve, though single readings can be large; an effect the other way counts as inactive or inconclusive. The list is partial; the hit share may differ from the screen's.

SMILES | Pol iota inh | POLK inh | APEX1 inh | POLB inh | ALOX12 inh | ERG Ets-DNA blk | TRHR ag | Anesthetic bind | BLM helicase inh
COc1ccc(Cc2nnc(SCC(=O)Nc3ncc(C)s3)o2)cc1 | 3% | -3% | -4% | -2% | -1% | 12% | -0.3 | -13% | -2%
C1CCc2c(nc3nnnn3c2NCC2CC2)C1 | 24% | -10% | 6% | 9% | 0% | -5% | -0.1 | 5% | -4%
Cc1ccc(OCC(=O)Oc2ccc(C)c(C)c2)cc1 | 79%[activator] | -20% | -42% | 2% | 0% | -10% | 0.4 | -16% | -5%
CCCCC(=O)NC(=S)Nc1ccc(NC(=O)C(C)C)c(OC)c1 | 142%[activator] | -1% | 9% | 35% | -8% | 3% | 1.4 | 136%[activator] | -1%
Cc1ccccc1S(=O)(=O)Cc1ccc(C(=O)NCc2ccc(F)cc2)o1 | 8% | -12% | 1% | 0% | -10% | 7% | -0.7 | -8% | -1%
Cc1cccc(NC(=O)CSc2nnc(C)c(C)n2)c1 | 113%[activator] | 8% | -8%[12.4 µM] | 17% | -16% | -2% | 0.6 | -1% | 0%
Cn1cc(CN2CCC(n3nccc3NC(=O)c3ccccc3Cl)CC2)cn1 | 11% | -3% | 7% | 27% | 0% | 2% | 0.3 | -4% | -1%
O=C1NC[C@H](c2ccccc2)N(CCc2cccc(F)c2)C1=O | 36%[activator] | 3% | -3% | 0% | ? | 5% | -0.5 | -8% | 0%
Cc1ccc(C)c(Oc2coc3cc(O)ccc3c2=O)c1 | ? | 9% | 44% | -2% | -3% | 2% | 0.1 | 43%[activator] | -3%
CCC(C)(CC(=O)Nc1nccs1)c1ccccc1 (stereo not given) | 108%[activator] | -10% | 15% | 0% | -2% | -4% | 0.4 | 0% | -3%
CC(=O)c1cccc(NC(=O)c2cc(-c3ccco3)nc3ccccc23)c1 | ? | -30% | 23% | ? | 28µM* | -3% | -0.5 | -8% | -5%
Cc1cccnc1NC(=S)NC(=O)/C=C/c1ccccc1 | 15% | -5% | 1% | 0% | ? | -7% | -1.2 | -18% | 1%
COc1ccc(C2C(C#N)C(C#N)N3CCCN23)cc1 (stereo not given) | 11% | -11% | -1% | 30% | -20% | 5% | 0.5 | -3% | -2%
NC1=NC(=O)/C(=C\c2ccc(-c3ccc(Cl)cc3)o2)S1 | -19% | -9% | 29% | 40% | ? | 13% | 0.1 | -15% | -1%
[N-]=[N+]=NC[C@H](Cc1ccccc1)N1CC[C@@H](NC(=O)OCc2ccccc2)CCC1=O | ? | -6% | 6% | 44% | 14% | -6% | -0.8 | -4% | -1%
OC1CCCCC1Sc1nc2ccccc2s1 (stereo not given) | 10% | -2% | -2% | 20% | 14% | . | 0.5 | ? | 1%
Cc1ccc(NC(=O)CCNS(=O)(=O)c2cccc3nsnc23)cc1 | 14%&37% | -1%&-6% | ? | 2%&15% | -9%&-1% | -5%&-1% | -0.4&-0.1 | -12%&-13% | -1%&2%
O=C(CCC(=O)N1CCN(S(=O)(=O)c2ccc(Cl)cc2)CC1)Nc1ccc(Cl)cc1Cl | 4% | -1% | -1% | 0% | -12% | 10% | -0.5 | -4% | -1%
COc1ccc(-c2nc(N/N=C(\C)c3ccc(O)cc3)c3ccccc3n2)cc1 | -11% | -3% | -5% | -7% | 0% | 1% | 0.9 | -9% | 2%
COc1ccc(/C=N/Nc2nonc2N)cc1 | 1% | 1% | -5% | 1% | -6% | 7% | 0.1 | -9% | -7%
Cn1cc(CNC(=O)/C=C/c2ccc(Cl)cc2)cn1 | 21% | 3% | -4% | -29% | -18% | -4% | 0.1 | 1% | 2%
Cc1ccc(SCC(=O)NCc2ccccc2)cc1 | 4% | -8% | 8% | 50% | -5% | 7% | 0.2 | -9% | -7%
COc1ccccc1NS(=O)(=O)c1ccc(C)c(C(=O)NC2=NCCS2)c1 | -7% | -9% | 21% | . | 3% | 15% | 0.0 | . | .
CCCN(C(=O)c1ccc(S(=O)(=O)N2CCCC2)cc1)C1CCS(=O)(=O)C1 (stereo not given) | 12% | -9% | 2% | . | 345%[activator] | 17% | -0.1 | . | .
CCN(CC(=O)Nc1cccc(S(=O)(=O)N(C)c2ccccc2)c1)Cc1ccccc1 | 146%[activator] | -7% | -13% | . | 10% | -3% | 2.1 | . | .

Next part.
SMILES | Pol iota inh | POLK inh | APEX1 inh | POLB inh | ALOX12 inh | ERG Ets-DNA blk | TRHR ag | Anesthetic bind | BLM helicase inh
Cc1ccc(Oc2nnc(-c3ccccc3)cc2C#N)cc1 | 4% | -7% | ? | 7% | 5% | 4% | -0.2 | -8% | 1%
CC(NC(=O)c1ccccc1Cl)C1COc2ccccc2O1 (stereo not given) | ? | -6% | -5% | -1% | -3% | 2% | 0.3 | -9% | 1%
Cn1c(O)c(N=NC(=S)Nc2ccccc2F)c2cc(S(=O)(=O)N3CCOCC3)ccc21 | 35%[activator] | -20% | -9% | 11% | -8% | 3% | 1.0 | -15% | -6%
COc1ccc(C=NCCCN2CCOCC2)cc1 | 13% | -22% | 8% | 0% | -9% | 7% | 0.4 | 0% | 0%
CCOCCCNc1nc2ccccc2n2c(CC)nnc12 | ? | 0% | . | 87% | -1% | 3% | 0.4 | 3% | -3%
COc1ccccc1C(=O)Nc1cccc2c1CCCC2 | 152%[activator] | -3% | 41%[activator] | 1% | 26% | 7% | -1.3 | -13% | -4%
O=C(CCCn1c(=O)[nH]c2cc(Cl)ccc2c1=O)N1CCN(c2ccc([N+](=O)[O-])cc2)CC1 | 6% | -8% | -5% | 2% | 0% | -3% | 0.0 | -7% | -1%
COc1ccc(C2Nc3ccccc3C(=O)N2Cc2ccco2)cc1COc1ccccc1F (stereo not given) | -7% | -11% | 8% | 2% | ? | -3% | 0.0 | 168%[activator] | -7%
Cc1cc(C)n(-c2nc3ccccc3nc2N2CCCC2)n1 | 21% | 5% | 0% | 23% | 13% | 2% | -0.4 | -12% | -2%
NC(=O)c1ccc(Oc2ccc3c(c2)CCC3)c([N+](=O)[O-])c1 | -7% | -13% | 2% | 14% | -1% | -11% | -0.8 | ? | -7%
CN(c1ccc(C(=O)Nc2cccnc2)cc1)S(C)(=O)=O | 1% | 4% | 26% | 29% | -8% | 23% | 1.2 | 7% | 7%
COc1ccccc1NC(=O)CSc1ncc2c(n1)-c1cc(Cl)ccc1N(C)S2(=O)=O | 18% | -1% | . | 0% | -18% | -2% | 0.4 | -7% | -2%
O=C(NCCOc1nc(N2CCOCC2)nc(N2CCOCC2)n1)Nc1ccccc1 | -3% | -10% | 1% | 45% | 0% | 11% | 0.3 | 1% | -1%
O=C1C(=O)N(CCCn2ccnc2)C(c2cccnc2)/C1=C(/O)c1ccc(F)cc1 (stereo not given) | 4% | 5% | 6% | 2% | -22% | -1% | 1.1 | -7% | -6%
Cn1nnnc1SCC(=O)c1ccco1 | -1% | -1% | 8% | ? | 9% | 2% | -0.6 | -9% | -1%
COc1ccc(NS(=O)(=O)c2ccc3c(c2)NC(=O)CCS3)c(OC)c1 | 7% | 2% | . | 44% | 0% | 6% | 0.2 | 0% | 4%
O=S1OC(c2ccccc2)c2cc(Cl)ccc21 (stereo not given) | ? | 6% | 4% | . | 0% | -4% | -0.1 | . | .
COc1cc(NC2=Nc3cccc4cccc2c34)cc(OC)c1OC | 1% | -15% | 1% | -3% | -20% | . | 2.7 | ? | -19%
Cc1cccc(NC(=O)CSc2nc(=O)n(Cc3cccnc3)c3c2CCC3)c1C | 1% | 0%[60.1 µM] | . | 1% | -7% | -2% | -0.4 | 6% | 1%
C[C@@H]1CC=C[C@H]2[C@H]1C(=O)N(Cc1ccccc1)[C@H]2c1ccc2ccccc2c1 | -15% | -13% | 2% | -1% | -17% | -8% | -0.1 | -5% | -4%
COc1cc(OC)cc(C(=O)NNC(=O)CN2C(=O)NC(C)(c3ccccc3)C2=O)c1 (stereo not given) | 9% | -15% | -4% | . | 5% | -4% | 1.1 | . | .
CN(C)S(=O)(=O)c1ccc(C(=O)NCC(=O)Nc2ccc(F)c(F)c2)cc1 | 40%[activator] | -5% | 13% | 6% | 6% | -9% | 0.3 | -9% | -3%
CCOCCCN1CC(C(=O)NCc2ccc3c(c2)OCO3)CC1=O (stereo not given) | 171%[activator] | -17% | -6% | -11% | 0% | 0% | -0.1 | -1% | -1%
C/C(=N\NC(=O)c1cc(C)oc1C)c1ccc2c(c1)OCO2 | 87%[activator] | 3% | -7% | 7% | 0% | 2% | -0.3 | -12% | -2%
COc1ccc(N(C(=O)c2ccc(F)cc2)C2=CC3CCC(C2)N3C)cc1 (stereo not given) | 6% | 8% | -3% | -1% | -11% | -1% | 0.4 | -7% | 0%
Cc1ccc(-n2nc(C)c3c(-c4cccs4)c(C#N)c(N)nc32)cc1 | -6% | -8% | -9% | 9% | -3% | -14% | 0.9 | 41%[activator] | -11%
CCC/C(C#CCCN1C(=O)c2ccccc2C1=O)=C1/c2ccccc2C(=O)N1c1ccccc1 | 24% | 12% | 19% | . | ? | 2% | . | . | .
COc1ccccc1CNC(=O)C1CCCN(S(=O)(=O)c2c(C)[nH]c(=O)[nH]c2=O)C1 (stereo not given) | -6% | 3% | 0% | 1% | -7% | -6% | 0.5 | -6% | -4%
Cc1ccc(C)c(S(=O)(=O)N2CCN(C(=O)CCC(=O)NCc3ccc(Cl)cc3)CC2)c1 | ? | -7% | 37% | . | -11% | 12% | -0.2 | . | .

In the list so far, 2 contain a nitro group on carbon:
SMILES | Pol iota inh | POLK inh | APEX1 inh | POLB inh | ALOX12 inh | ERG Ets-DNA blk | TRHR ag | Anesthetic bind | BLM helicase inh
O=C(CCCn1c(=O)[nH]c2cc(Cl)ccc2c1=O)N1CCN(c2ccc([N+](=O)[O-])cc2)CC1 | 6% | -8% | -5% | 2% | 0% | -3% | 0.0 | -7% | -1%
NC(=O)c1ccc(Oc2ccc3c(c2)CCC3)c([N+](=O)[O-])c1 | -7% | -13% | 2% | 14% | -1% | -11% | -0.8 | ? | -7%

High-throughput results from PubChem.
